Eya2 phos inh = blocks the phosphatase activity of human Eya2 | Potency, µM (top dose mostly 76.9 µM), without a hit: at the top dose activity, negative = inhibition, hits mostly inhibitors | 0.006% of 330,000 active | O00167 | recombinant Eya2, OMFP fluorescence dephosphorylation (OMFP is methylfluorescein phosphate); note: potency is the fitted concentration of half-maximal effect; % is set by controls: 0 for no effect and ±100 for the full control effect
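Eya2 (0.2 uM) preincubated 10 min at ambient with compound, then OMFP substrate added at 50 uM; 10 min reaction in 50 mM HEPES pH 7.5, 50 mM NaCl, 5 uM MgCl2, 0.05% BSA, 1 mM DTT. Fluorescence read at Ex 485/Em 525 nm.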
TSHR antagonist = blocks TSH signaling through the human TSH receptor; P16473; TSHR-expressing cells, TSH-stimulated cAMP HTRF, 2 h; hits give low values; activity change, negative = inhibition, % at 11.5 µM; 0.2% of 330,000 active; AID 504810;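 active = activity change below a set negative limit, meaning inhibition stronger than a set level, cut at about -70% in these data; inconclusive = activity change between two set negative limits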; note: % is set by controls: 0 for no effect and ±100 for the full control effect
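Read-out is FRET at 665 nm (cryptate excitation 337 nm) from a cryptate-tagged anti-cAMP antibody, competed by cell cAMP against cAMP-d2. Compounds are tested on freshly harvested TSHR cells challenged with 4nM TSH (EC80) for 2 hours at 37 deg C.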
KCNH2 3.1 inh = blocks the human KCNH2 3.1 channel isoform. U2OS KCNH2 3.1, thallium flux FluxOr; hits give low values. activity change, % (tested at about 1.8 µM). 0.95% of 340,000 active. AID 720553;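 active = maximum activity change below -70%; inconclusive = maximum activity change from -70% to -50%; inactive = maximum activity change above -50%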;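 note: thallium influx rate constant from kinetic fluorescence after stimulation buffer; % is set by controls: 0 for no effect and ±100 for the full control effect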
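U2OS cells transduced with KCNH2 3.1 mutant virus (1.77 x 10^8 /mL, 4 h), plated overnight at 37 C, loaded 45 min with FluxOr dye plus Red40 quencher. Thallium flux rate constant from kinetic reads after stimulation buffer, normalised to controls.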
USP2a block = USP2a (human) protease inhibition; Potency, µM (highest dose often 38.3 µM), for inactives: at the highest dose activity change, negative = inhibition, actives largely listed as inhibitors; AID 463254; USP2 core, Ub-CHOP2 coupled fluorogenic reporter, 485/531; 0.01% of 330,000 active; O75604;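 note: potency is the fitted concentration of half-maximal effect; plate controls were DMSO wells for no effect and full inhibition by NEM control for full effect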
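Deubiquitinase activity read as fluorescence (485/531 nm) after Ub-CHOP2 cleavage activates the enterokinase reporter on its substrate; USP2 core 10nM, Ub-CHOP2 and substrate 25nM each, 30min compound preincubation then 60min RT; data normalized to NEM, curves fitted.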
TCR act = activates T cell receptor signaling. primary human leukocytes, anti-CD3, IL-2 HTRF, 48 h. AID 504894. Potency, µM (top dose mostly 9.22 µM), for the others: at the highest dose activation of IL-2 secretion, actives largely listed as activators. 330,000 tested, under 10 active; note: % of control where 0% means no effect
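Using a-CD3 beads without co-stimulation, primary human leukocytes were exposed to compounds for 48 hr. An HTRF IL-2 kit measured the cytokine, with europium-to-d2 energy transfer producing emission at 665nm upon 320nm excitation.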
AT treatment = candidate therapy for ataxia-telangiectasia | […] A-T fibroblasts, KAP-1 phosphorylation AlphaLISA; neocarzinostatin DNA damage 30 min before lysis | Potency, µM (titrated, usually from 57.5 µM), for the others: at the highest dose activation, hits mostly activators | 0.19% of 320,000 active | AID 485349; note: potency is the fitted concentration of half-maximal effect; % of control where 0% means no effect; nearly all actives have a fitted effect of over 45% in size
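ATM-like activity read as KAP-1 phosphorylation via AlphaLISA donor/acceptor antibody pairs after lysis and 6 hr at 25C. Cells were ATM-null patient fibroblasts ([…], hTERT), dosed 60 min, then exposed to the DSB inducer NCS for 30 min.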
hERG WT inh = blocks the wildtype human KCNH2 potassium channel | AID 720551 | 0.37% of 340,000 active | U2OS, BacMam KCNH2, thallium flux FluxOr; hits give low values | activity change, % at 1.84 µM | Q12809;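 active = maximum activity change below -70%; inconclusive = maximum activity change between -70% and -50%; inactive = maximum activity change above -50%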; note: % is set by controls: 0 for no effect and ±100 for the full control effect
Target sequence (Q12809 whole entry, looked up): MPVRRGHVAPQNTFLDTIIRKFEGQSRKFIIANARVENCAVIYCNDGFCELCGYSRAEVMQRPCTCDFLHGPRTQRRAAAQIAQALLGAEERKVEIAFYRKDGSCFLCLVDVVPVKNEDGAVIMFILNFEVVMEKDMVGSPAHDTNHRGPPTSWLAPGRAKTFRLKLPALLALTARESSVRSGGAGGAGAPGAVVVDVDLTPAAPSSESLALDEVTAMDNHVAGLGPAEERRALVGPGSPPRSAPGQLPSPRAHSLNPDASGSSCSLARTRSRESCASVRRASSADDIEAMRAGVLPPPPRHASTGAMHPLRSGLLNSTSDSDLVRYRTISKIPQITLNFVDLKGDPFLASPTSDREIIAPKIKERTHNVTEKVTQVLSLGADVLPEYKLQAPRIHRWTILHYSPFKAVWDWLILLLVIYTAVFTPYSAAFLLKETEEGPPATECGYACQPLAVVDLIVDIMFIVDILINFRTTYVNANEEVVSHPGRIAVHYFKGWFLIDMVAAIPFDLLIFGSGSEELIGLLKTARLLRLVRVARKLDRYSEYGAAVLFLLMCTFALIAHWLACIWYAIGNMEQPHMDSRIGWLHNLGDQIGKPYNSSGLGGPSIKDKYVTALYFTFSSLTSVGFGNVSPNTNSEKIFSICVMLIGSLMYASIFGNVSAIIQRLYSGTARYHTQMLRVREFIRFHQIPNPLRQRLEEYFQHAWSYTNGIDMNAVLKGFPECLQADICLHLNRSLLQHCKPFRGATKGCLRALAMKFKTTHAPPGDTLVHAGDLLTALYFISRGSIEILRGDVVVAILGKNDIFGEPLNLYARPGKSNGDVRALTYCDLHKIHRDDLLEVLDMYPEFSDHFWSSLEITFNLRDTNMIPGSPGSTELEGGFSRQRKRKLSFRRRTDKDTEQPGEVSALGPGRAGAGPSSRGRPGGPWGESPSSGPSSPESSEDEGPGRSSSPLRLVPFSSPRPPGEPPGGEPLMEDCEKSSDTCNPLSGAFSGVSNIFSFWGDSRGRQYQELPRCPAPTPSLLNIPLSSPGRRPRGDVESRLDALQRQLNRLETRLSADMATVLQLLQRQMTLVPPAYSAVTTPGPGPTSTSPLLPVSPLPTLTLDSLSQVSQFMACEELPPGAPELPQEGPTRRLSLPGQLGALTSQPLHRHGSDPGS
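U2OS cells transduced with wild-type KCNH2 virus are loaded with FluxOr dye for 45 min, and thallium flux is measured in kinetic reads before and after stimulation buffer. Rate constants are normalized to DMSO controls.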
Mito fusion act = mitochondrial division inhibition or fusion activation. S. cerevisiae fusion-defective mutant growth rescue, CellTiterGlo 48 h. Potency, µM (top dose mostly 46.1 µM), for the others: at the highest dose growth rescue (activation), most hits filed as activators. 0.23% of 320,000 active;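 note: potency is the fitted concentration of half-maximal effect; % of control where 0% means no effect; nearly all actives have a fitted effect of over 45% in size; temperature-sensitive fusion mutants such as fzo1-1 at 37 °C on non-fermentable ethanol glycerol medium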
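Yeast fusion mutant, YPEG (non-fermentable carbon), compound, 48 h at 37C non-permissive; CellTiterGlo added, 10 min RT, luminescence read. Rescued growth = division inhibition.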
ELG1 DNA repair = ELG1-dependent DNA repair inhibition. 2.3% of 330,000 active. HEK293T ELG1-luciferase reporter, luminescence, 16 h; DNA damage induced by 5-fluorouridine. Potency, µM (doses to about 46.1 µM), for inactives: top-dose activity change, negative = inhibition, hits mostly inhibitors. AID 504467; note: potency is the fitted concentration of half-maximal effect; % is set by controls: 0 for no effect and ±100 for the full control effect; nearly all actives have a fitted effect of over 55% in size
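Cells (2,000 per well) received 5-fluorouridine plus test compound or DMSO and were incubated 16 hr at 37 °C, 5% CO2. Luciferase activity was read by luminescence 30 min after ONE-Glo addition; signal suppression marked inhibition of damage-induced ELG1 function.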
TRPV1 ag = agonists of human vanilloid receptor 1 (TRPV1); Q8NER1; TRPV1-expressing cells, Fluo-8 calcium influx, agonist mode; activation, % at 8.33 µM; 0.19% of 320,000 active; AID 540275; in the data active = activation above about 80%; inconclusive = between about 30% and that limit; note: 0% is about no effect
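TRPV1-expressing cells were cultured overnight at 35.5C and loaded with Fluo-8 calcium dye for 40 to 90 min at room temperature. After a 10 s baseline, compound was added and calcium influx was read kinetically for 3 min (ex 480/em 520 nm).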
* hit, by the source's call; ? = inconclusive; · = no result given; [ ] = remark or other dose. Unless noted, calls come from the whole dose curve; as a rule, active = well fitted curve in the direction sought with a large enough effect; inconclusive = small, poorly fitted or top-dose-only effect, or another doubt; inactive = no such curve, though single readings can be large; an effect the other way counts as inactive or inconclusive. A portion of the library, so the mix of outcomes need not match the whole.

SMILES	KCNH2 3.1 inh	TCR act	TSHR antagonist	USP2a block	TRPV1 ag	AT treatment	ELG1 DNA repair	hERG WT inh	Mito fusion act	Eya2 phos inh
Cc1ccc(NS(=O)(=O)c2c(C)nc3sccn3c2=O)cc1	-3	6%	-9	0%	0	3%	-5%	3	2%	20%
O=C(NCC(c1ccco1)N1CCc2ccccc21)c1cccc(F)c1 (centres undefined)	10	-3%	-23	1%	24	2%	-6%	21	?	4%
Cc1nn(CC(=O)Nc2ccc(F)cc2)c(=O)c2ccccc12	16	-4%	-24	2%	6	1%	17%	5	6%	6%
COc1ccccc1C(=O)N/N=C1/NC(=O)CC(C(=O)Nc2ccccc2)S1 (centres undefined)	-11	12%	-5	0%	0	-3%	-3%	-2	1%	-28%
Cc1cc(NC(=O)c2cc(-c3ccncc3)nc3ccccc23)ccc1Br	·	0%	-31	-2%	·	-3%	?	-3	·	1%
COc1cc2c(cc1OC)CN(C(=O)C1CCN(S(=O)(=O)c3ccccc3F)CC1)CC2	0	-1%	-3	2%	11	1%	4%	-6	12%	-1%
COc1ccc(N(CC(=O)Nc2cc(C)cc(C)c2)S(=O)(=O)c2ccccc2[N+](=O)[O-])c(OC)c1	-3	-5%	-5	-5%	0	-6%	-5%	-2	4%	5%
CN(C)c1ccc(/C=C/c2cc[n+](C)cc2)cc1	4	10%	-46	5%	5	·	?	2	-2%	4%
Cc1cnc(CNC(=O)C2CCC(=O)N(Cc3ccc(Cl)cc3)C2)[nH]1 (centres undefined)	-24	-2%	-6	-2%	0	1%	6%	-15	-3%	2%
O=C(CSc1nnc(-c2cccs2)n1-c1ccccc1)NCc1ccc2c(c1)OCO2	-16	-4%	-2	2%	15	0%	?	-1	-7%	8%
C[C@H]1CN=C(N(C)C)N1CCCCc1ccccc1	13	-1%	-1	1%	3	0%	1%	0	-8%	-13%
NNC(=O)Cc1cn(-c2ncc(C(F)(F)F)cc2Cl)c2ccccc12	5	1%	-11	-1%	-4	·	-1%	0	0%	0%
CS(=O)(=O)c1ccc(Cl)c(NC(=O)c2cc(S(=O)(=O)N3CCOCC3)ccc2N2CCCC2)c1	?	1%	2	1%	-9	-4%	1%	38	2%	-2%
COc1cc(C(=O)OCCn2c(=O)c3c(ncn3CCN(C)C)n(C)c2=O)cc(OC)c1OC	3	1%[46.1 µM]	18	7%	-7	-3%	?	5	6%	0%
Fc1ccccc1C1c2cccn2CCN1C(=S)Nc1ccc(Br)cc1 (centres undefined)	-1	-1%	0	0%	22	1%	-16%	3	0%	-6%
Cc1ccc(CNC(=O)C2CCN(C(=O)Nc3ccc(C)cc3)CC2)cc1	37	-1%	-36	1%	-2	4%	-2%	7	0%	-5%
CCN(CC)C(=O)c1cc(Cl)ccc1NC(=O)c1ccco1	-21	-14%	0	-8%	-1	7%	-16%	7	8%	1%
CCCCCCN(C(=O)CCCCCN1C(=O)NC(c2ccc([N+](=O)[O-])cc2)C(C(=O)OCc2ccccc2)=C1C)C(C(=O)NCCCC)c1ccc(OCC(=O)OC)c(C(=O)OC)c1 (centres undefined)	·	·	0	4%	0	-35%	-13%	·	11%	-2%
O=C(Nc1ccc([N+](=O)[O-])cn1)c1cc(-c2cccc(Br)c2)nc2ccccc12	-81*	-4%[46.1 µM]	1	1%	7	3%	0%	-7	3%	0%
O=C(NNC(=O)C1[C@H]2CCCC[C@@H]12)c1ccc(=O)oc1 (some centres undefined)	-5	-5%	2	-1%	12	-6%	23%	10	-1%	4%
Cc1cc(S(=O)(=O)Nc2ccc(N3CCOCC3)cc2)ccc1Br	8	5%	-10	-1%	6	-4%	-5%	1	-35%[inhibitor]	15%
O=c1oc2ccccc2n1Cn1c(=O)oc2ccccc21	9	-9%	-22	?	-1	12%	9%	1	1%	18%
COc1ccc(/C=N/NC(=O)c2c(C)n(C)c3ccc(OC)cc23)c(OC)c1	7	2%[46.1 µM]	-2	2%	-5	-4%	-14%	38	1%	-6%
Cc1ccc(Cn2c(SCC(=O)NCC3CCCO3)nc3ccsc3c2=O)cc1 (centres undefined)	-20	-8%	-5	2%	22	6%	?	19	3%	2%
CCN1CCN(S(=O)(=O)c2ccc(Cl)c(C(=O)NC3CCC(C)CC3)c2)CC1 (centres undefined)	6	-10%	-16	0%	1	8%	-6%	6	1%	13%
O=C(Nc1ccc(C(=O)c2ccccc2)cc1)c1ccccc1	-8	-5%	-2	4%	?	0%	?	8	-7%	-9%
Cc1cccc(NC(=O)c2nc[nH]c2C(=O)N2CCC(C)CC2)c1	-11	4%	-26	1%	10	3%	-4%	-8	3%	-10%
CN(Cc1cc2ccccc2[nH]c1=O)C(=O)C1CCCCC1	-1	-5%	-3	-7%	24	5%	1%	-6	1%	1%
O=C(C1CCN(S(=O)(=O)N2CCOCC2)CC1)N1CCc2ccccc21	-8	1%	4	-2%	5	4%	?	-11	2%	9%
CN(C)S(=O)(=O)c1cccc(NS(=O)(=O)c2ccc(Cl)s2)c1	2	-1%[46.1 µM]	0	3%	0	-6%	-4%	-2	-7%	3%
Nc1cccc(-c2nc3ccccc3[nH]2)c1	-5	4%[46.1 µM]	-4	2%	0	1%	?	-1	-1%	3%
CC1CCN(c2nc3ccccc3nc2C(C#N)C(=O)OC2CCCCC2)CC1 (centres undefined)	9	·	43	0%	5	-7%	21%	3	-1%	-8%
O=C(CCn1nnc2ccccc21)Nc1nnc(COc2ccccc2F)s1	11	-2%	-7	1%	-5	·	-3%	2	-2%	17%
O=C(OCC(=O)N1CCN(c2ccccc2)CC1)c1cccc(Cl)c1	-2	-2%[46.1 µM]	20	1%	3	2%	0%	7	3%	3%
O=C(CN1C(=O)c2ccccc2C1=O)Nc1cccc(Cl)c1	-10	-5%	2	0%	2	-5%	-5%	18	0%	-4%
CC1(C)c2cc(O)ccc2OC1N1CCOCC1 (centres undefined)	-1	6%	3	1%	-3	11%	-3%	4	-2%	6%
COc1ccc(NC(=O)CSc2nnc(NC(=O)c3ccc(S(=O)(=O)N4CCOCC4)cc3)s2)cc1	9	-3%[46.1 µM]	8	-12%	-5	6%	?	-8	7%	-3%
CCOC(=O)c1ccc(NC(=O)C2CCCN(c3cnccn3)C2)cc1 (centres undefined)	13	-2%	-1	0%	4	-1%	?	-5	?	-17%
CCOC(=O)COc1c(Cl)cc(C2NC(=S)NC(c3ccccc3)=C2C(C)=O)cc1OCC (centres undefined)	-5	0%[46.1 µM]	2	1%	-1	2%	?	0	-31%[inhibitor]	9%
CCCC(=O)N1CCC(CCC(=O)NC2CC2)CC1	11	-4%	15	0%	-1	0%	16%	-10	3%	4%
CCOC(=O)C1CCN(C(=O)CCS(=O)(=O)c2ccc3c(c2)CC(C)N3C(=O)CC)CC1 (centres undefined)	15	-10%	5	2%	-2	2%	-4%	-5	-2%	-14%
O=C(C1=C(O)C(=O)N(Cc2ccco2)C1c1cccc(O)c1)c1ccco1 (centres undefined)	3	1%	4	1%	0	-7%	8%	-14	-2%	17%
CC(C)CC(c1nnnn1C(C)C)N1CCN(c2cccc(Cl)c2)CC1 (centres undefined)	-20	3%	-8	1%	1	5%	-12%	2	8%	0%
CCOc1cc(/C=N/N=C(\N)c2nonc2N)cc(Br)c1OCc1cccc2ccccc12	-6	-23%	-7	-1%	-1	1%	4%	21	1%	0%
Cc1cccc(OCc2nc(C#N)c(NCc3ccc4c(c3)OCO4)o2)c1	1	-11%	-39	-16%	-4	-1%	?	1	7.1µM*	-15%
CC(C)C(=O)Nc1ccc(S(=O)(=O)N2CCC(c3nc4ccccc4[nH]3)CC2)cc1	-7	-5%	0	2%	4	3%	5.8µM*	11	-2%	-6%

Fetched one by one from the entries so far, 3 records:
SMILES	KCNH2 3.1 inh	TCR act	TSHR antagonist	USP2a block	TRPV1 ag	AT treatment	ELG1 DNA repair	hERG WT inh	Mito fusion act	Eya2 phos inh
CC(C)CC(c1nnnn1C(C)C)N1CCN(c2cccc(Cl)c2)CC1 (centres undefined)	-20	3%	-8	1%	1	5%	-12%	2	8%	0%
CCOc1cc(/C=N/N=C(\N)c2nonc2N)cc(Br)c1OCc1cccc2ccccc12	-6	-23%	-7	-1%	-1	1%	4%	21	1%	0%
CCOC(=O)C1CCN(C(=O)CCS(=O)(=O)c2ccc3c(c2)CC(C)N3C(=O)CC)CC1 (centres undefined)	15	-10%	5	2%	-2	2%	-4%	-5	-2%	-14%

Source: PubChem (National Center for Advancing Translational Sciences (NCATS))
